Imprint erasure: genomic imprint erasure induction; Potency, µM (top dose mostly 60.7 µM), for inactives: top-dose activity change, positive = activation, most hits filed as activators; 110,000 tested, 0.02% active; mouse ES Peg3-LacZ reporter, beta-gal luminescence, 40 h;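 note: 0% = negative control wells on the plate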
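Each well holds 300 Peg3LacZ-Neo (maternal) female ES cells incubated 40 h at 37C, 5% CO2. LacZ is measured by BetaGlo luminescence, with AC50 and maximum efficacy derived from dose-response curves.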
p53ts 39C tox: cytotoxicity in p53ts cells at nonpermissive temperature | Potency, µM (top dose mostly 46.1 µM), for inactives: top-dose activity change, negative = cell killing, hits mostly cytotoxic | 130,000 tested, 1.5% active | H1299-p53A138V viability at 39C, ATP luminescence, 24 h; note: nearly all actives have a fitted effect of over 55% in size
IkB sig inh: inhibitors of IkB signaling in ABC-DLBCL cells. Potency, µM (series often up to 57.1 µM), without a hit: top-dose IkBa stabilization activation. 110,000 tested, 0.04% active. AID 445. ABC-DLBCL IkBa-CBG/CBR dual luciferase ratio, 4 h; response scale: scaled: untreated 0%, proteasome inhibitor 100%; active = well fitted curve in the direction sought with a large enough effect in the signal ratio, not every such curve was filed as active; inconclusive = small, poorly fitted or top-dose-only effect, or a change in a side signal; the % refers to the signal ratio;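 note: the direction sought is a rising ratio; 0% = basal untreated cells and 100% = reference inhibitor full response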
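Curves were fitted separately to fusion (green), unfused (red) and ratio luminescence, then classed by r2, magnitude and activity. Cells: OCI-Ly3, 4 h compound plus doxycycline at 37C; 10 uM MG-132 defined full response.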
p53ts 32C tox: kills p53ts cells at the permissive temperature; H1299-p53A138V at 32C, ATP luminescence viability, 24 h; Potency, µM (titrated, usually from 46.1 µM), inactives show at the highest dose activity change, negative = cytotoxicity, most hits filed as cytotoxic; 130,000 tested, 0.93% active; AID 924;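 note: 0% = DMSO and -100% = full killing by reference compound; nearly all actives have a fitted effect of over 55% in size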
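Cells: H1299 p53ts (A138V), 600/well, pre-incubated 16–30 h at 37C. Cpd up to 46 uM, 24 h, 32C. Readout: ATPlite luminescence, 20 min RT. Normalization: DMSO vs tamoxifen 100 uM. AC50 by Hill equation.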
Numbers without * were called inactive; ? = inconclusive; / = not tested or not shown; [ ] = remark or other dose. Unless noted, calls come from the whole dose curve; as a rule, active = well fitted curve in the direction sought with a large enough effect; inconclusive = small, poorly fitted or top-dose-only effect, or another doubt; inactive = no such curve, though single readings can be large; an effect the other way counts as inactive or inconclusive. Unless noted, % is set by controls: 0 for no effect and ±100 for the full control effect; potency is the fitted concentration of half-maximal effect.

Values in the order: p53ts 32C tox	Imprint erasure	p53ts 39C tox	IkB sig inh
> COC(=O)[C@@]1(Cc2ccc(OC)cc2)[C@H]2c3cc(C(=O)N4CCCC4)n(C[C@H](O)CO)c3C[C@H]2CN1C(=O)c1ccccc1
 : 13%	-7%	0%	/
> CCOc1ccccc1NC(=O)C1CCN(S(=O)(=O)c2ccccc2)CC1
 : -3%	-10%[10.9 µM]	15%	4.1%
> CCc1nnc(NC(=O)CCC(=O)N2CCN(Cc3ccccc3)CC2)s1
 : ?	-39%[inhibitor]	?	?
> O=C(CCn1[nH]c(=O)c2ccccc2c1=O)OC1CCCCC1
 : -7%	/	-1%	-0.3%
> CCNc1nc(N)nc(Oc2ccc(C(=O)OC)cc2)n1
 : ?	-57%[inhibitor]	?	-4.3%
> CS(=O)(=O)N(CC(=O)NCc1ccco1)Cc1ccc(Cl)cc1
 : 1%	-6%	11%	-2.2%
> COc1cccc(NC(=O)N(Cc2ccco2)C(C)c2cccs2)c1 (stereo unspecified)
 : -5%	-19%	-5%	1.3%
> c1cnc(N2CCN(c3nc4ccccc4n4cnnc34)CC2)nc1
 : -13%	-5%	4%	-2.9%
> CC(=O)c1cccc(NC(=O)c2sc(-n3nc(C)c(CCC(C)C)c3C)nc2C)c1
 : -11%	-25%[10.9 µM]	-5%	?
> CCC(C)n1c(=N)c(C(=O)NC2CCCCC2)cc2c(=O)n3cc(C)ccc3nc21 (stereo unspecified)
 : -3%	-7%[10.9 µM]	2%	1.4%
> Cc1nn(-c2cc(N3CCCCC3)ccc2N)c(=O)c2ccccc12
 : 3%	-18%	9%	3.0%
> O=C(O)C/C(=C\c1ccccc1)C(=O)O
 : 1%[9.22 µM]	1%[10.9 µM]	8%[9.22 µM]	0.4%[11.4 µM]
> N#CC1=C2SCN(C3CCCCC3)CN2C(=O)CC1c1c(F)cccc1Cl (stereo unspecified)
 : 5%	11%[10.9 µM]	2%	1.7%
> O=C(NCCCN1CCN(c2cccc(Cl)c2)CC1)Nc1ccccc1C(F)(F)F
 : -16%	-11%[10.9 µM]	0%	1.9%
> Cc1cc(O)c(CN2CCN(c3ccc(F)cc3)CC2)c2oc(=O)cc(C)c12
 : 0%	-9%[10.9 µM]	-4%	0.1%
> COc1ccccc1N1CCN(C/C(O)=C(\C#N)c2nc(-c3ccccc3)cs2)CC1
 : -3%	-2%	-19%	-2.4%
> Cc1ccc2c(c1)NC(=O)CC(c1ccccc1)=N2
 : 3%	/	-7%	/
> Cc1ccc(NC(=O)N2CCCC2C(=O)NCCC2=CCCCC2)cc1 (stereo unspecified)
 : 6%	-3%	4%	-0.2%
> Cc1ccccc1C(=O)OCc1cc(=O)n2nc(C3CC3)sc2n1
 : -3%	-15%[10.9 µM]	-30%	45%
> COC(=O)N1CCC[C@@]2(CCN(Cc3nccs3)C2)C1
 : -3%	/	-7%	2.8%[11.4 µM]
> COc1cccc(C(=O)N(Cc2cc3cc(C)ccc3[nH]c2=O)CC2CCCO2)c1 (stereo unspecified)
 : 5%	-22%	12%	0.0%
> COc1ccc(-c2csc(NC(=O)c3cc(-c4cccs4)nc4ccccc34)n2)c(OC)c1
 : 3%	/	-14%	/
> Cc1cc(NC(=O)c2ccccc2F)n(-c2nc3ccccc3[nH]2)n1
 : -8%	-19%	6%	?
> Cc1ccc(S(=O)(=O)N2CCN(C(=O)N3CCOCC3)C2c2ccc(N(C)C)cc2)cc1 (stereo unspecified)
 : -1%	0%	-19%	-0.3%
> CCC(=O)N1CCc2cc(Br)cc(S(=O)(=O)N3CCCC(C(=O)NCc4ccc(OC)cc4)C3)c21 (stereo unspecified)
 : 5%	-1%[10.9 µM]	11%	?
> CC(=O)C1=C(C)NC(SCC(=O)c2ccc(Cl)c(Cl)c2)=C(C#N)C1c1ccco1 (stereo unspecified)
 : 5%	-20%	23%	?
> CC(=O)N1CCN(c2ccc(NC(=O)COc3ccc(Cl)cc3Cl)cc2)CC1
 : -3%	-12%	-10%	6.7%
> COc1ccccc1-c1noc(-c2cccnc2)n1
 : -25%	-72%[inhibitor]	-25%	?
> O=C(Nc1ccc(C(=O)OCc2cc(=O)n3nc(C4CC4)sc3n2)cc1)c1cccc(Cl)c1
 : 8%	12%[10.9 µM]	-15%	?
> COc1ccc(C2=C(C)C(=O)N(Cc3ccc(C(=O)Nc4ccc(F)cc4C)cc3)S2(=O)=O)cc1
 : 29%	-24%[10.9 µM]	-20%	0.1%
> Cc1ccc(C(=O)NC(Cc2c[nH]c3ccccc23)C(=O)O)o1 (stereo unspecified)
 : 10%	-4%	-3%	0.3%
> CCOc1ccccc1C(=O)NCCCn1ccnc1
 : 2%	-18%	9%	1.9%
> O=c1c2cnn(-c3ccc(F)cc3)c2ncn1Cc1ccccn1
 : 3%	2%	-2%	3.3%
> Cc1ccc2cccc(NC(=O)COc3ccccc3[N+](=O)[O-])c2n1
 : 13%	-5%[10.9 µM]	12%	-0.7%
> CCOc1ccc(-c2nc(SC(C(C)=O)C(=O)N(C)C)c3c(=O)n(C)c(=O)n(C)c3n2)cc1 (stereo unspecified)
 : 7%	-3%[10.9 µM]	-3%	1.1%
> COC(=O)N1CCC2(CC1)CCN(c1ccncc1)CC2
 : -6%	/	-5%	-0.8%[11.4 µM]
> CC1(C(=O)N(CC(=O)NC2CCCC2)Cc2ccco2)CC(=O)N=C2C=CC=CN21 (stereo unspecified)
 : 2%	-6%	-1%	0.6%
> Fc1cccc(Cl)c1CSc1nnc(COc2cccc3cccnc23)o1
 : -10%	-16%	?	8.4%
> Cc1cc(=O)[nH]c(/N=C(\N)Nc2ccc(Cl)cc2)n1
 : -1%[9.22 µM]	-14%[10.9 µM]	5%[9.22 µM]	-0.2%[11.4 µM]
> O=C(Nc1nc2ccc3ccccc3c2s1)c1ccc(N2CCCCC2)c([N+](=O)[O-])c1
 : 0%	/	8%	/
> CCOC(=O)N1CCN(c2nnnn2-c2ccccc2)CC1
 : 9%	10%	9%	-2.5%
> N#Cc1cnn(Cc2ccc(Cl)cc2)c1N
 : -11%	25%	-6%	3.2%
> O=C(O)c1ccc(CNCc2ccccc2Cl)s1
 : 10%	-15%[10.9 µM]	-8%	3.1%
> CC(C)C(=O)N(c1ccc2oc(=O)sc2c1)S(=O)(=O)c1cccs1
 : -2%	-34%[inhibitor]	5%	-1.3%
> O=C(Nc1ccccc1N1CCN(C(=O)c2ccc(Cl)cc2)CC1)c1cccnc1
 : 3%	-16%	8%	-2.2%
> CC(=O)OCC(=O)NCc1ccc2c(c1)OCO2
 : 4%	2%	14%	0.9%
> CCOC(=O)N1CCC(NC(=O)c2cnc3n(c2=O)CCS3)CC1
 : -19%	-19%	29%	2.4%
> CCOCCCNC(=O)C(NC(=O)CC1NC(=O)NC1=O)c1ccc(Cl)cc1 (stereo unspecified)
 : 1%	-2%	-3%	-1.0%
> CN(C)S(=O)(=O)c1ccc2c(c1)c(=O)c(C(=O)N1CCOCC1)cn2C
 : -5%	-5%	4%	1.4%
> COC(=O)C1=C(C)NC2=C(C(=O)CCC2)C1c1cccs1 (stereo unspecified)
 : 14%	10%	17%	-0.7%
> Cc1sc2ncn(CC(=O)Nc3cccc(C(F)(F)F)c3)c(=O)c2c1S(=O)(=O)N1CCN(C)CC1
 : 8%	9%[10.9 µM]	2%	?
> CC(=O)c1ccc(N2CCN(C(=O)c3ccc4c(=O)n(-c5ccccc5)c(=O)[nH]c4c3)CC2)cc1
 : 1%	-13%	-11%	-0.8%
> CCOC(=O)N1CCc2c(sc3c2c(=O)n(-c2ccc(F)cc2)c(=O)n3CC(=O)c2ccccc2)C1
 : 13%	-18%[10.9 µM]	17%	-0.6%
> Cc1ccc(C(=O)c2oc3ccccc3c2NC(=O)Cc2coc3ccc(C)cc23)cc1
 : 12%	13%[10.9 µM]	-5%	-1.4%
> COc1cccc(N2CCN(C3CC(=O)N(c4ccc(Cl)c(Cl)c4)C3=O)CC2)c1 (stereo unspecified)
 : -7%	-9%	-5%	2.7%
> COc1ccc(NC(=O)N(Cc2cccnc2)Cc2ccccc2Cl)c(OC)c1
 : 0%	-10%	-2%	-3.1%
> Cc1cccc(N2CCN(C(=O)CCNC(=O)Cn3ccc4ccccc4c3=O)CC2)c1C
 : -8%	-11%	-6%	3.5%
> CCOc1ccc(CNC(=O)c2ccc3c(Cl)c4c(nc3c2)CCCC4)cc1
 : -4%	-4%[10.9 µM]	-20%	?
> Cc1cc(Nc2cccc(C)c2C)n2nc(C)nc2n1
 : 9%	-15%	7%	-1.4%
> COc1cccc(NC(=O)CSc2nc3c([nH]c4ccccc43)c(=O)n2-c2cc(C)cc(C)c2)c1
 : 1%	21%[10.9 µM]	-18%	1.4%

The list goes on:
Values in the order: p53ts 32C tox	Imprint erasure	p53ts 39C tox	IkB sig inh
> COc1ccc(C(=O)Nc2ccc3oc(-c4cccc(F)c4)nc3c2)cc1OC
 : 2%	3%	-4%	-1.0%
> CCOC(=O)C1CCCN(C(=O)c2cccs2)C1 (stereo unspecified)
 : 2%	1%	3%	1.7%
> COC(=O)c1ccccc1NC(=O)CSc1nc2c(c(=O)n(C)c(=O)n2C)n1C
 : 7%	-3%	4%	-0.5%
> COc1ccccc1NC(=O)CSc1nnc(-c2ccncc2)o1
 : -5%	-82%[inhibitor]	2%	5.5%
> Cc1cc2nc3c(=O)[nH]c(=O)nc-3n(C[C@H](O)[C@H](O)[C@H](O)CO)c2cc1C
 : -9%[1.84 µM]	-13%	-8%	-2.2%
> CCOC(=O)c1ccc(N2C(=O)c3n[nH]c(-c4cccs4)c3C2c2ccc(O)c(OC)c2)cc1 (stereo unspecified)
 : 4%	5%[10.9 µM]	-25%	?
> CN(C(=O)COC(=O)COc1ccc(Cl)cc1)C1CCCCC1
 : 7%	2%	2%	0.7%
> COc1ccc(-c2cc3nc(C)cc(NCCO)n3n2)cc1
 : ?	8%	?	0.6%
> O=c1[nH]c2ccc(Cl)cc2c(=O)n1Cc1ccco1
 : 18%	-5%	-7%	-0.2%
> CCOc1cc(S(=O)(=O)N2CCN(CC)CC2)ccc1Cl
 : -2%	-19%	1%	0.0%
> CCc1ccc(-c2nn(CC(=O)NCc3ccccc3)c3c2cnc2ccc(F)cc23)cc1
 : -2%	-14%[10.9 µM]	5%	-5.1%
> O=C(C1COc2ccccc2O1)N(Cc1cccnc1)c1nc2c(F)cccc2s1 (stereo unspecified)
 : -8%	-9%[10.9 µM]	-13%	?
> Cc1ccc2c(c1)N(C(=O)N1CCC(C(=O)NCCc3ccc(Cl)cc3)CC1)CC(C)O2 (stereo unspecified)
 : 5%	9%[10.9 µM]	?	?
> COc1ccc(NC(=O)CN2CCN(c3ccccc3Cl)CC2)cc1
 : -5%	/	12%	/
> CSc1nc(-c2ccccc2)nn1C(=O)c1ccco1
 : -4%	/	5%	/
> CCN(CC)S(=O)(=O)c1ccc2c(c1)N(CC(=O)N1CCN(c3ccccc3F)CC1)C(=O)CO2
 : 4%	-2%[10.9 µM]	32%[activator]	?
> COc1cccc(Cn2c(=O)n(-c3ccc(Br)cc3F)c(=O)c3sc4ccccc4c32)c1
 : 6%	2%[10.9 µM]	-17%	-0.9%
> CCOC(=O)C1CCN(C(=O)C2CCN(S(=O)(=O)c3cccc4cccnc34)CC2)CC1
 : -10%	8%	-2%	-1.2%
> Cc1c(-n2c(SCC(=O)O)nnc2-c2ccccc2Cl)c(=O)n(-c2ccccc2)n1C
 : 0%	-3%	-1%	0.0%
> COc1ccc(CNC(=O)CCc2c(C)c3cc4c(C)c(C)oc4cc3oc2=O)cc1OC
 : 14%	-12%[10.9 µM]	2%	0.4%
> COc1ccccc1CNS(=O)(=O)c1cc(C(=O)Nc2cccc(C(F)(F)F)c2)ccc1F
 : 23%	-12%[10.9 µM]	-53%	0.2%
> CCOc1ccc(C2C(C#N)=C(N)Oc3n[nH]c(C)c32)cc1OC(=O)C1CC1 (stereo unspecified)
 : 13%	9%	2%	-1.7%

3 compounds already listed, sorted by the number in IkB sig inh, lowest first:
compound | Imprint erasure | IkB sig inh
CCOC(=O)C1CCN(C(=O)C2CCN(S(=O)(=O)c3cccc4cccnc34)CC2)CC1 | 8% | -1.2%
COc1ccccc1CNS(=O)(=O)c1cc(C(=O)Nc2cccc(C(F)(F)F)c2)ccc1F | -12%[10.9 µM] | 0.2%
COc1ccc(CNC(=O)CCc2c(C)c3cc4c(C)c(C)oc4cc3oc2=O)cc1OC | -12%[10.9 µM] | 0.4%
